Bcl-2 Bim block = inhibitors of Bim-Bcl-2 binding, primary screen, biochemical, multiplexed, human Bcl-2 family | actives 0.06% (n = 190,000) | Bead-based flow cytometry, Bim peptide-Bcl-2 binding | inhibition, % at 10 µM | AID 950, 2007; in the data active = inhibition above about 40%; inconclusive = no clear call, values can overlap the other calls;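 note: 0% = no compound wells with probe peptide and 100% = reference peptide inhibitor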
Target sequence (P10415 whole entry, looked up): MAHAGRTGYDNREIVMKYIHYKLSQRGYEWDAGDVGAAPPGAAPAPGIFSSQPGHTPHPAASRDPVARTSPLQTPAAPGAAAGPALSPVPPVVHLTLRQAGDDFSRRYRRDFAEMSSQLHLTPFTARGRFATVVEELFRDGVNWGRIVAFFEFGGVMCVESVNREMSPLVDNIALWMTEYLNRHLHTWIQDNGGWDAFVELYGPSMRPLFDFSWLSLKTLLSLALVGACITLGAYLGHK
Bim-Bfl-1 = inhibitors of Bim binding to Bfl-1, primary screen, biochemical, multiplexed, bead-based flow cytometry; Bim-Bfl-1 binding inhibition; inhibition, % at 10 µM; actives 0.12% (n = 190,000);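 note: 0% = wells without compound plus tracer and 100% = blocker peptide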
RGS7-Gao = RGS7-Galphao binding modulators, primary screen, biochemical, multiplexed bead flow cytometry | Guanine nucleotide-binding protein G(o) subunit alpha (Homo sapiens), P09471 | actives lie on both sides | binding response (% of control), % at 10 µM | actives 0.35% (n = 220,000) | AID 1439, 2008; in the data active = binding response below about 49% or above about 150%; inconclusive = no clear call, values can overlap the other calls; inactive = in between;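 note: fluorescent Galphao held in activated GDP-AlF4 state binding bead-coupled RGS7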
Target sequence (P09471 whole entry, looked up): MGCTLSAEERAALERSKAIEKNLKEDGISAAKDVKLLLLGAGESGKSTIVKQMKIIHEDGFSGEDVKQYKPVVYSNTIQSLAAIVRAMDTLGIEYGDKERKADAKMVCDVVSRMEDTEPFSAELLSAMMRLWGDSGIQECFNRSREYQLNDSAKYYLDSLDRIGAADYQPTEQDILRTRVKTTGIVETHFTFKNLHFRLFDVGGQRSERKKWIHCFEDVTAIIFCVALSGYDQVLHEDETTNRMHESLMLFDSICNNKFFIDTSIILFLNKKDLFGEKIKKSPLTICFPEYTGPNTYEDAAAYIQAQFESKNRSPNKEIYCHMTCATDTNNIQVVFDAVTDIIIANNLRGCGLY
Bcl-XL Bim block = inhibitors of Bim-Bcl-XL binding, primary screen, biochemical, multiplexed, bead flow cytometry, human Bcl-XL. AID 1007, 2008. inhibition, % at 10 µM. Bim peptide-Bcl-XL binding, fluorescence. Bcl-2-like protein 1 (Homo sapiens), Q07817. actives 0.04% (n = 190,000)
RGS4-Gao reg = modulators of RGS4 binding to Galphao, primary screen, biochemical, multiplexed bead flow cytometry. binding response (% of control), % at 10 µM. actives lie on both sides. actives 0.33% (n = 220,000). Guanine nucleotide-binding protein G(o) subunit alpha (Homo sapiens), P09471. AID 1415, 2008; in the data active = binding response below about 49% or above about 150%; inactive = in between;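 note: fluorescent Galphao activated with aluminum fluoride binding bead-coupled RGS4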
GSH fluor = compound fluorescence on glutathione beads, profiling panel, artefact control, biophysical, 488/530 nm, flow cytometry; GSH beads flow cytometry, compound fluorescence 488/530 nm; active compounds read high; fluorescence (KMESF) at 10 µM; actives 0.25% (n = 190,000); in the data active = fluorescence above about 89;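 note: glutathione beads carrying GST-tagged Bcl family fusion proteins plus one bare bead set; values are compound well signal with DMSO vehicle wells as background; inactives centre near 16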
Bcl-W Bim block = inhibitors of Bim binding to Bcl-W, primary screen, biochemical, multiplexed, bead-based flow cytometry; inhibition, % at 10 µM; Bcl-2-like protein 2 (Homo sapiens), Q92843; AID 952, 2007; Bim peptide-Bcl-W binding; actives 0.02% (n = 190,000);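 note: 0% = bound tracer without compound and 100% = peptide blocker; higher means less fluorescent Bim peptide bound to Bcl-W beads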
Target sequence (Q92843 whole entry, looked up): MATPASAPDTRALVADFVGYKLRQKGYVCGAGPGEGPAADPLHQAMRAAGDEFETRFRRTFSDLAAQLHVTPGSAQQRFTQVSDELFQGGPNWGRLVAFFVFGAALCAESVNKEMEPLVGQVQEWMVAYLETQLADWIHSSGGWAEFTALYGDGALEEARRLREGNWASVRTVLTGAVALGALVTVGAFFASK
ABCB1 block = ABCB1 efflux pump inhibitors, primary screen, cell-based, multiplex, flow cytometry, ABCG2 counter-screen; ATP-dependent translocase ABCB1 (Homo sapiens), P08183; CCRF-Adr cells, JC-1 efflux; inhibition, % at 6.6 µM; actives 0.067% (n = 190,000); AID 1326, 2008; in the data active = inhibition above about 40%;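 note: 0% = vehicle and 100% = reference inhibitor; higher value means more JC-1 retained so stronger ABCB1 efflux block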
RGS8-Gao = RGS8-Galphao binding modulators, primary screen, biochemical, multiplexed bead flow cytometry. response (percent of control binding), % at 10 µM. actives 0.34% (n = 220,000). actives lie on both sides; in the data active = response below about 60% or above about 140%; inactive = in between;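 note: Galphao activated as the GDP aluminium fluoride complex binding bead-coupled RGS8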
ABCG2 inh = ABCG2 efflux pump inhibitors, primary screen, multiplex with ABCB1, IgMXP3 cells, flow cytometry | inhibition, % at 6.6 µM | AID 1325, 2008 | JC-1 efflux | actives 0.1% (n = 190,000);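 active = inhibition above 80%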;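 note: 0% = DMSO and 100% = nicardipine control wells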
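Test system: ABCG2 IgMXP3 and barcoded ABCB1 CCRF-Adr cell mix; Schedule: cells with compound and JC-1, 10 min at 25 °C, rotating, no wash; Technique: flow cytometry of retained JC-1 fluorescence; Measure: % inhibition of efflux relative to nicardipine and DMSO; Controls: nicardipine high and DMSO low controls.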
Bim-Bcl-B = inhibitors of Bim-Bcl-B binding, primary screen, biochemical, multiplexed, human Bcl-2 family | Bcl-2-like protein 10 (Homo sapiens), Q9HD36 | bead-based flow cytometry, Bim peptide-Bcl-B binding | inhibition, % at 10 µM | actives 0.073% (n = 190,000) | AID 951, 2007;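 note: 0% = tracer peptide without compound and 100% = reference inhibitor peptide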
* hit, by the source's call; ? = inconclusive. Cut-off read from the data, not from the text of the source, unless noted: active = inhibition above about 40%.

1	Cc1cc([N+](=O)[O-])c(C)cc1-c1ccc(/C=N/NC(=O)c2cccnc2)o1
2	O=C(CCc1n[nH]c(=O)[nH]c1=O)N/N=C/c1ccc(Br)o1
3	Cc1ccc(CSc2nnc(CS(=O)Cc3ccc(Cl)cc3Cl)n2C)cc1 (stereo not given)
4	O=C(OCc1nnc(-c2ccccc2)o1)c1cc(Cl)ccc1[N+](=O)[O-]
5	Cc1ccc(-n2c(Cc3cccn3C)nnc2SCC(=O)NCc2ccco2)cc1
6	CC(C)Oc1cccc(C(=O)C2CCCN(Cc3cnn(C(C)C)c3)C2)c1 (stereo not given)
7	O=C(COc1ccc(S(=O)(=O)NC2CCCCC2)cc1Cl)N1CCN(c2ccccc2)CC1
8	O=C(Nc1nc2ccccc2n1CCOc1ccccc1)c1ccco1
Screen / compound no.,1,2,3,4,5,6,7,8
ABCG2 inh,0,-1,4,13,-1,5,15,9
Bcl-W Bim block,-4,0,1,0,-1,0,3,0
GSH fluor,18,19,54,15,14,10,11,31
ABCB1 block,-0.1,-0.5,2.0,1.2,-0.1,2.3,3.4,1.9
RGS8-Gao,95,99,98,102,95,103,99,100
RGS7-Gao,99,103,99,?,93,104,98,98
Bim-Bfl-1,11,-4,-10,3,0,-4,-11,-18
Bim-Bcl-B,7,-2,-5,4,0,0,-10,-9
RGS4-Gao reg,96,100,100,99,90,100,99,100
Bcl-2 Bim block,3,0,-4,0,0,-2,-9,-10
Bcl-XL Bim block,1,-2,0,0,1,0,-3,-20

9	COc1ccc(NC(=O)CN2CCN(c3nc(-c4ccc(F)cc4)cs3)CC2)c(OC)c1
10	O=C(O)c1cc(=O)cc(C(=O)O)[nH]1
11	COc1cc(/C=N/n2cnnc2)ccc1OCc1ccc(C)cc1
12	Cn1ccnc1SCC(=O)NC12CC3CC(CC(C3)C1)C2
13	COCCNC(=O)C(c1ccc(OC)cc1)N(C(=O)Cn1nnc2ccccc21)c1cccnc1 (stereo not given)
14	CONc1nc2nonc2nc1NOC
15	CCN(CC)S(=O)(=O)c1cccc(-c2nnc(SC(C)C#N)n2Cc2ccccc2)c1 (stereo not given)
16	COc1ccc(NC(=O)CSc2nnc(C3CCCCC3)o2)c(OC)c1
Screen / compound no.,9,10,11,12,13,14,15,16
ABCG2 inh,2,-1,6,1,7,9,1,1
Bcl-W Bim block,-2,-2,-2,-4,-1,-4,1,-2
GSH fluor,13,28,26,19,13,20,16,13
ABCB1 block,0.0,-3.0,0.5,0.2,0.2,3.6,1.6,0.2
RGS8-Gao,94,103,95,99,98,98,100,100
RGS7-Gao,91,109,92,103,100,99,99,94
Bim-Bfl-1,4,-6,-16,0,-8,0,-11,-2
Bim-Bcl-B,0,-10,-6,-1,-4,-2,-6,-3
RGS4-Gao reg,98,107,93,103,99,96,99,98
Bcl-2 Bim block,-2,-12,-11,-2,-5,-1,-10,0
Bcl-XL Bim block,2,-6,-3,0,-2,-2,-3,-2

Among those listed so far, two have an NH in an aromatic ring.
2	O=C(CCc1n[nH]c(=O)[nH]c1=O)N/N=C/c1ccc(Br)o1
10	O=C(O)c1cc(=O)cc(C(=O)O)[nH]1
Screen / compound no.,2,10
ABCG2 inh,-1,-1
Bcl-W Bim block,0,-2
GSH fluor,19,28
ABCB1 block,-0.5,-3.0
RGS8-Gao,99,103
RGS7-Gao,103,109
Bim-Bfl-1,-4,-6
Bim-Bcl-B,-2,-10
RGS4-Gao reg,100,107
Bcl-2 Bim block,0,-12
Bcl-XL Bim block,-2,-6

Record cards (already shown). Order of screens: ABCG2 inh, Bcl-W Bim block, GSH fluor, ABCB1 block, RGS8-Gao, RGS7-Gao, Bim-Bfl-1, Bim-Bcl-B, RGS4-Gao reg, Bcl-2 Bim block, Bcl-XL Bim block
CONc1nc2nonc2nc1NOC reads 9, -4, 20, 3.6, 98, 99, 0, -2, 96, -1, -2
COc1cc(/C=N/n2cnnc2)ccc1OCc1ccc(C)cc1 reads 6, -2, 26, 0.5, 95, 92, -16, -6, 93, -11, -3
Cn1ccnc1SCC(=O)NC12CC3CC(CC(C3)C1)C2 reads 1, -4, 19, 0.2, 99, 103, 0, -1, 103, -2, 0

(more compounds)
17	O=c1[nH]c(/C(=N\O)c2ccccc2)no1
18	CCC1CCCCN1C1Sc2ccc(C(=O)OC)cc2NC1=O (stereo not given)
19	CSc1oc(-c2ccco2)nc1S(=O)(=O)c1ccc(F)cc1
20	COC(=O)C(Nc1nccs1)(OC)C(F)(F)F (stereo not given)
21	CCOc1ccc(NC(=O)Nc2ccccc2C(N)=O)cc1
22	O=c1sc2ccccc2n1COc1ccc(Cl)cc1
23	CCCCCCCC(=O)Nc1ccc(S(=O)(=O)Nc2nccs2)cc1
24	CCn1cc(C2=NOC(C(=O)Nc3cc(C)nn3-c3ccccc3)C2)c(C)n1 (stereo not given)
Screen / compound no.,17,18,19,20,21,22,23,24
ABCG2 inh,8,5,3,3,1,1,-5,1
Bcl-W Bim block,1,-2,3,-1,0,-2,-2,1
GSH fluor,32,21,16,63,26,13,11,25
ABCB1 block,0.9,0.9,1.1,0.8,-0.1,0.4,-0.2,0.6
RGS8-Gao,97,101,99,101,98,107,102,97
RGS7-Gao,102,102,101,102,92,105,100,104
Bim-Bfl-1,6,-24,-5,-10,-7,-3,-2,-11
Bim-Bcl-B,4,-12,0,-6,0,-4,-10,-7
RGS4-Gao reg,102,101,101,101,97,102,102,101
Bcl-2 Bim block,4,-10,-3,-11,0,0,-3,-9
Bcl-XL Bim block,16,-10,-1,-16,-3,0,-2,-15

25	CC(=O)c1cc(F)c(N2CCN(C(=O)C(C)(C)C)CC2)cc1C
26	Cc1ccc2cccc(OCC(=O)Nc3ccc(N4CCOCC4)cc3)c2n1
27	CN(C)c1nnnn1-c1ccccc1Oc1ncc(C(F)(F)F)cc1Cl
28	COC(=O)[C@H](CCSC)NC(=O)Nc1cc(C)ccc1C
29	COC(=O)c1cc(CNC(=O)c2cccc(Cl)c2Cl)ccc1OC
30	Cn1c(=O)c2c(nc(CN3CCN(C(c4ccccc4)c4ccccc4)CC3)n2CC(N)=O)n(C)c1=O
31	COC(=O)Cc1c(O)ccn(C2CC2)c1=O
32	CCCCNC(=O)CSc1nc(COc2ccccc2)nc2ccccc12
Screen / compound no.,25,26,27,28,29,30,31,32
ABCG2 inh,2,4,0,4,19,1,2,12
Bcl-W Bim block,-2,3,0,-1,-1,-5,0,-1
GSH fluor,11,10,10,53,10,16,11,18
ABCB1 block,0.7,0.2,0.0,0.7,0.7,0.4,0.8,1.6
RGS8-Gao,99,94,93,96,102,99,98,101
RGS7-Gao,104,?,98,98,96,100,105,103
Bim-Bfl-1,0,-3,-10,-8,-13,0,7,-2
Bim-Bcl-B,1,0,-1,-2,-6,-2,1,-4
RGS4-Gao reg,101,90,98,97,101,99,99,98
Bcl-2 Bim block,-2,2,-5,-6,-5,-1,3,-2
Bcl-XL Bim block,-2,-2,-2,-5,-5,-6,0,-1

33	CCOC(=O)N1CCN(C(=O)CSCc2nc(-c3ccccc3C)oc2C)CC1
34	COc1ccc(C2=C(c3ccc([N+](=O)[O-])cc3)C(=O)OC2)cc1
35	CCNC(=S)Nc1ccc(Cl)c([N+](=O)[O-])c1
36	Cc1ccc(-c2cc(C(=O)NCc3ccc4c(c3)OCO4)no2)cc1
37	CCC(CC)c1nnc(NC(=O)c2c(-c3ccccc3)noc2C)s1
38	CCN(CC)S(=O)(=O)c1ccc2[nH]c(=O)cc(C(=O)Nc3ccc(C)cc3)c2c1
39	O=C(CN1c2cccc3cccc(c23)S1(=O)=O)N1CCOCC1
40	Cc1ccc(C(=O)Cn2nnc3c(sc4nc5c(c(-c6ccccc6)c43)CCC5)c2=O)cc1
Screen / compound no.,33,34,35,36,37,38,39,40
ABCG2 inh,2,0,1,8,3,-2,0,1
Bcl-W Bim block,-3,0,-3,-2,2,0,-2,-1
GSH fluor,4,6,12,30,24,13,12,4
ABCB1 block,1.2,-0.2,0.1,0.2,0.8,-0.6,-0.1,0.1
RGS8-Gao,103,104,107,101,97,101,101,99
RGS7-Gao,100,102,103,102,108,103,101,97
Bim-Bfl-1,-3,-2,-7,-14,-5,2,-4,0
Bim-Bcl-B,0,-2,-12,-13,-6,-1,-5,-3
RGS4-Gao reg,100,105,105,102,102,102,101,99
Bcl-2 Bim block,-4,-1,-6,-9,-3,1,-2,-4
Bcl-XL Bim block,-5,1,-6,-4,0,0,-6,2

41	COc1ccc(OC)c(NC(=O)c2c(NC(=O)CCC(=O)O)sc3c2CCCCC3)c1
42	CC(=O)Cc1nsc(NC(=O)c2cc(-c3ccccc3Cl)oc2C)n1
43	COc1ccc(N2CCN(C(=S)Nc3ccc(C)cc3)CC2)cc1
44	COc1ccc(OCC(O)CN(C)C(=O)/C=C/c2cccc([N+](=O)[O-])c2)cc1 (stereo not given)
Screen / compound no.,41,42,43,44
ABCG2 inh,-3,1,4,6
Bcl-W Bim block,-4,0,-1,-1
GSH fluor,11,12,8,18
ABCB1 block,-0.1,-0.2,0.2,1.2
RGS8-Gao,96,97,100,100
RGS7-Gao,105,93,98,97
Bim-Bfl-1,2,-4,-4,-3
Bim-Bcl-B,-3,-5,-4,-2
RGS4-Gao reg,96,96,99,100
Bcl-2 Bim block,0,-4,-1,-1
Bcl-XL Bim block,-1,-1,0,0

Screening data from PubChem BioAssay.
